CRFR2-BP ag: CRF-BP/CRF-R2 complex agonism. HEK293 CRF-R2/CRF-BP, calcium dye fluorescence (FLIPR); percent of saturating CRF peptide response. 350,000 tested, 0.46% active. activation, % at 13.2 µM;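 active = activation of at least 50%, plus an integration ratio under a set limit after plate pattern correction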;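 also: plate controls were neutral control wells without compound for no effect and CRF at EC100 for full effect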
HCV NS3 hel inh: inhibitors of Hepatitis C virus NS3 helicase | inhibition, % at 10.9 µM | 290,000 tested, 0.56% active | NS3 helicase DNA unwinding, Cy5 molecular beacon fluorescence;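 active = inhibition above the mean of all tested compounds plus 3 SD, set per campaign, cut at about 35% in these data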;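 also: 0% = DMSO wells and 100% = thioflavine S control wells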
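Assay system: hepatitis C virus NS3 helicase domain fragment enzyme. Also added: annealed dual-labelled DNA beacon duplex, ATP-started. Timing: 1 h reaction at 25 °C, ATP-initiated. Technique: Cy5 fluorescence at 0 and 60 min, beacon hairpin quenching. Evaluation: % inhibition of unwinding. Replication: one well per compound.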
CRFBP-R2 block: antagonists of CRF-binding protein/CRF-R2 receptor complex; inhibition, % at 11.8 µM; HEK293 CRF-R2/CRF-BP, CRF-induced calcium fluorescence; 350,000 tested, 0.59% active;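 active = inhibition of the ligand-induced calcium signal above about 50% at the single tested concentration, limit read from the data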
GalR3 antag: antagonists of human GalR3; O60755; 360,000 tested, 0.44% active; HEK293 GalR3-CNG cAMP membrane potential fluorescence; galR3 body fused to GalR1 C-terminus; inhibition, % at 3 µM; AID 651719;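 active = inhibition above the screen-wide average plus 3 SD, cut at about 13% in these data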;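 also: forskolin and galanin both at EC90 stimulate the cells; cAMP rise reported by CNG channel membrane potential dye signal; 0% = forskolin plus galanin with DMSO and 100% = forskolin alone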
Target sequence (O60755 1-299 limits assumed): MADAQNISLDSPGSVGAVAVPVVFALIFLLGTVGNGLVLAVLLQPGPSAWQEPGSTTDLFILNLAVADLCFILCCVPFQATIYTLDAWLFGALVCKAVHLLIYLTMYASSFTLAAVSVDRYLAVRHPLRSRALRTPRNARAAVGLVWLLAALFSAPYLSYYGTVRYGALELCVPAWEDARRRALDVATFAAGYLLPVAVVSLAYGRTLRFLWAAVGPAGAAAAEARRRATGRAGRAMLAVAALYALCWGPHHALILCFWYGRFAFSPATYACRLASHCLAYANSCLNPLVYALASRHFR
DNA FID counter: counter-screen for HCV NS3 helicase inhibitors: DNA intercalator displacement; inhibition, % at 7.9 µM; DNA fluorescent intercalator displacement, fluorescence; AID 1845; 290,000 tested, 0.17% active; in the data active = inhibition above about 37%;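 also: 0% = vehicle and 100% = reference compound; higher means more ethidium bromide displaced from hairpin DNA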
MEKK3 PB1 HTS: raises or lowers MEK5 binding to the human MEKK3 PB1 domain | 290,000 tested, 1.4% active | binding response (% of control), % at 10 µM | bead-based flow cytometry, Alexa488-MEK5 binding to MEKK3; actives lie on both sides; 0 = blocked by unlabeled MEK5, 100 = vehicle | Q99759;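 active = binding response more than 3 SD above or below the average of its plate-row segment, actives on both sides; inconclusive = wells at one plate position flagged as instrument error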;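 also: Alexa488 bead fluorescence after subtracting the streptavidin-only scavenger bead signal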
Target sequence (Q99759 whole entry, looked up, the tested form may be a part): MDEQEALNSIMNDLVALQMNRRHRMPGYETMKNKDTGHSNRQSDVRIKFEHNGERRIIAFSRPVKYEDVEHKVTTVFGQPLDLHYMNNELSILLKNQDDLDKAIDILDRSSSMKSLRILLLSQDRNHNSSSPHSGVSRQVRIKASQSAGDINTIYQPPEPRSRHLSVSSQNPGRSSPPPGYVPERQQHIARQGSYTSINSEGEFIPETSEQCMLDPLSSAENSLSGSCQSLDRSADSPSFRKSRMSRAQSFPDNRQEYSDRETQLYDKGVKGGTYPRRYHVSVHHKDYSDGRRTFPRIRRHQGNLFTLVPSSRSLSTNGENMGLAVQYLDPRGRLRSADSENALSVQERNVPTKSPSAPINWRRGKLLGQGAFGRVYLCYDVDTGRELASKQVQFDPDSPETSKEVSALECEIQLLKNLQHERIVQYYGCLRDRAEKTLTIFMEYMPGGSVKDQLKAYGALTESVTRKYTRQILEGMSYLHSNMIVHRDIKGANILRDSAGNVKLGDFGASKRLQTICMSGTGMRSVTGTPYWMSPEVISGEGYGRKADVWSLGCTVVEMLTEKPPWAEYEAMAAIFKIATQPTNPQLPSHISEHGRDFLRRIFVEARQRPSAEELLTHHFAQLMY
SUMO HTRF inh: SUMOylation inhibition | HTRF SUMOylation assay, SAE1/SAE2 + UBC9, in vitro | inhibition, % at 35 µM | 290,000 tested, 0.36% active; in the data active = inhibition above about 50%, passing the limit was not always enough; inconclusive = no clear call, values can overlap the other calls; also: strong numbers were not always called active
Target sequence (P63279 whole entry, looked up): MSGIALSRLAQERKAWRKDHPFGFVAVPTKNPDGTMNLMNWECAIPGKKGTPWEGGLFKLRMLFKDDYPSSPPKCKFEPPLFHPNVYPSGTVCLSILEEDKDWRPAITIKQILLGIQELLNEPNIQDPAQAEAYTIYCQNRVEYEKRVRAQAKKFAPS
MEKK2wt PB1 HTS: raises or lowers MEK5 binding to wildtype human MEKK2 PB1 domain; Q9Y2U5; bead flow cytometry, Alexa488-MEK5 binding to MEKK2 WT; actives lie on both sides; binding response (% of control), % at 10 µM; 290,000 tested, 1.1% active; in the data active = binding response below about 67% or above about 130%; inconclusive = no clear call, values can overlap the other calls; inactive = in between
MEKK2 mut-MEK5: signal of MEK5 binding to mutant human MEKK2 PB1 domain; bead flow cytometry, Alexa488-MEK5 binding to MEKK2 mutant; percent response, % at 10 µM; 290,000 tested, 0.35% active; in the data active = percent response above about 24%, passing the limit was not always enough; also: inactives centre near 1; some results filed as inactive read as strong as hits; reference of the scale not given here
Starred values were filed as active, the others as inactive; ? = inconclusive; . = not tested or not shown; & = joins results of further samples; [ ] = dose if it differs, or a comment.

Structure,CRFR2-BP ag,HCV NS3 hel inh,CRFBP-R2 block,GalR3 antag,DNA FID counter,MEKK3 PB1 HTS,SUMO HTRF inh,MEKK2wt PB1 HTS,MEKK2 mut-MEK5
COc1cnc(-c2ccccn2)nc1N(C)c1ccccc1,1.3,-63,1,-10,-8,103,7,103,5
O=C(O)c1ccc(-c2ccc(/C=C3\NC(=O)N(Cc4ccc(Cl)cc4)C3=O)o2)cc1,1.1,0,16,7,-18,102,38,96,-6
Cc1c(C(=O)NN2CCCCC2)nn(-c2ccc(Cl)cc2Cl)c1-c1ccc(I)cc1,.,-11,.,.,-24,103&76,-25,96&64,0&-14
Cc1cc(NS(=O)(=O)c2ccc(NC(=O)Nc3cccc(C(F)(F)F)c3)cc2)no1,0.5,-14,-7,-8,-11,103,24,101,2
O=C(CCn1nc(-c2ccc(Cl)cc2)ccc1=O)N1CCN(c2ccc(F)cc2)CC1,-2.5,15,-18,-13,-46,97,-8,98,-1
O=C(O)c1cccc(C(=O)O)n1,.,-5,.,.,-7,95,-15,102,1
CC(C)CNC(CC(=O)Nc1cccc([N+](=O)[O-])c1)C(=O)O (stereo not drawn),-1.1,1,17,-1,-4,93,25,97,0
CC(C(=O)NCc1ccc(F)cc1)c1ccc([N+](=O)[O-])cc1 (stereo not drawn),-1.5,2,22,-4,-1,117,-1,100,-7
COc1cc(-c2nnc(COc3ccc4ccccc4c3)o2)cc(OC)c1OC,5.6,-1,-13,10,-2,.,-5,.,.
CN1CCN(NC(=O)c2ccc(S(=O)(=O)N3CCCCCC3)cc2)CC1,11,11,17,-4,6,105,-18,99,-6
O=C(CSc1nncc2ccccc12)Nc1cccc(O)c1,-2.1,-5,5,-8,-11,101,17,99,4
COc1ccccc1N(Cc1ccccc1)S(=O)(=O)c1cccc(C(=O)Nc2cccc(C)n2)c1,3.2,-9,7,1,-19,104,6,113,8
Cc1ccc2c(c1)NC(=O)C(CC(=O)NCCCN1CCN(c3cc(C)ccc3C)CC1)O2 (stereo not drawn),-1.5,-44,1,-7,19,.,10,.,.
COc1ccc(S(=O)(=O)N(C)C)cc1NCC(=O)Nc1ccc(Br)c(C)c1,-8.8,-13,3,-5,-9,.,0,.,.
O=C(CN(Cc1ccc(F)cc1)C(=O)CNS(=O)(=O)c1ccc(F)cc1)NCc1ccco1,0.1,-3,-12,-6,-23,102,-12,103,-1
O=C(Cn1c(CCCO)nc2ccccc21)Nc1ccccc1-c1ccccc1,0.5,-2,-4,-11,-19,102,-1,97,-2
Cc1cccnc1NC(=O)c1ccc(OCc2c(C)noc2C)cc1,-1.4,0,-2,-2,-17,101,-28,99,1
CCCNC(=O)CN1C(=O)COc2ccc(S(=O)(=O)N3CC(C)CC(C)C3)cc21 (stereo not drawn),-1.2,8,1,0,-29,95,14,101,2
O=C(CN1C(=O)c2ccccc2C1=O)NC1CCCCC1,-0.5,2,-4,-3,-3,97,1,94,-5
CCNC(=S)NNC(=O)c1cc(-c2cccnc2)nc2ccccc12,-0.4,1,-1,9,-12,109,-6,95,-13
Nc1ccc(N2CCCCC2)c(S(=O)(=O)Nc2ccc(Cl)cc2)c1,0.0,4,-5,-3,-8,104,-10,101,-1
Cc1cc(-c2ccc(C)c(S(=O)(=O)NCCN3CCC(C)CC3)c2)on1,-4.4,-7,-18,1,14,103,24,113,12
Cc1ccc(N/N=C2\CCS(=O)(=O)c3sccc32)cc1,-2.6,1,-4,8,2,100,7,101,-2
COc1ccc(Nc2cc(C(=O)NCCCN3CCOCC3)c3ccccc3n2)cc1,1.3,-19,-10,-1,18,100,-6,114,2
CCCCNC(=O)CSc1nc(COc2ccccc2)nc2ccccc12,-1.7,-12,0,-6,-29,104,-1,95,-4
Cc1ccc2c(c1C)NC(C(=O)O)C1CC=CC21 (stereo not drawn),1.8,.,9,.,.,85,58*,39*,36*
CC(C)OC(=O)c1ccc(NC(=O)c2ccco2)cc1,2.9,-1,-14,1,-6,104,13,109,7
CNS(=O)(=O)c1cccc(C(=O)NCC2(N3CCCCC3)CCCCC2)c1,-0.8,12,14,-9,-2,100,-5,98,4
CC(=O)Nc1nc(C)cs1,0.6,-6,-24,2,1,101,-10,95,-3
CC(=O)N1CCN=C1SCc1ccccc1F,-0.6,5,6,-1,7,106,4,106,4
c1ccc(-c2noc(CN3CCN(C(c4ccccc4)c4ccccc4)CC3)n2)cc1,5.0,-1,36,-2,-3,104,-17,108,5
COc1ccc(-n2c(=S)[nH]c3cc(C(=O)NCCCN4CCOCC4)ccc3c2=O)c(OC)c1,0.3,-1,-2,5,3,96,12,99,-3
COc1ccc2nc(/N=C(\N)NC(=O)C(C)(C)C)nc(C)c2c1,0.3,-2,31,-2,18,107,4,99,12
Cc1ccc(C)c(N2CCN(CC3CCCCC3)CC2)c1,0.1,-8,-14,-1,6,110,-1,117,12
Cc1ccc(C(NC(=O)C2CCCCC2)c2c(O)ccc3ccccc23)cc1 (stereo not drawn),-0.1,8,35,-7,-6,106,-25,102,12
COc1cccc(CN2CCCCC2C(=O)O)c1 (stereo not drawn),-1.7,3,30,-4,-2,40*[inhibitor],7,60,-26
CCOC(=O)c1sc(S(C)(=O)=O)c2c1CCc1conc1-2,-1.1,8,1,-4,-3,99,24,98,-6
CC(C)(C)OC(=O)Cn1c(=O)cnc2ccccc21,0.4,-5,-3,4,-2,109,4,110,4
COc1ccccc1OC[C@H](O)CO,0.9,1,2,.,1,102,-5,107,5
COc1ccc(-c2cc(C(F)F)n3ncc(C(=O)NCCCN4CCCC4=O)c3n2)cc1,-0.5,-4,18,-2,-17,97,33,97,2

Record cards (already shown). Values in the order: CRFR2-BP ag | HCV NS3 hel inh | CRFBP-R2 block | GalR3 antag | DNA FID counter | MEKK3 PB1 HTS | SUMO HTRF inh | MEKK2wt PB1 HTS | MEKK2 mut-MEK5
Entry for COc1ccc(-c2cc(C(F)F)n3ncc(C(=O)NCCCN4CCCC4=O)c3n2)cc1 → -0.5 | -4 | 18 | -2 | -17 | 97 | 33 | 97 | 2
Entry for COc1ccc2nc(/N=C(\N)NC(=O)C(C)(C)C)nc(C)c2c1 → 0.3 | -2 | 31 | -2 | 18 | 107 | 4 | 99 | 12

Carrying on:
Structure,CRFR2-BP ag,HCV NS3 hel inh,CRFBP-R2 block,GalR3 antag,DNA FID counter,MEKK3 PB1 HTS,SUMO HTRF inh,MEKK2wt PB1 HTS,MEKK2 mut-MEK5
C/C(=N\NC(=O)c1ccccc1O)C1CC1,-0.8,3,5,-9,-8,102,7,101,-1
COc1ccccc1N(CC(=O)NCCc1ccccc1)S(C)(=O)=O,-0.6,-3,16,-10,-10,94,-25,100,3
Nc1cccc(Oc2ccc3c(c2)C(=O)N(CC2CCCO2)C3=O)c1 (stereo not drawn),0.4,9,-11,3,-15,?,-4,?,-34
Nc1c(O)cccc1C(=O)O,4.8,.,-26,.,.,112,.,113,5
O=C1CCC/C(=N/NC(=O)c2cc(NS(=O)(=O)c3cccs3)cc(NS(=O)(=O)c3cccs3)c2)C1,5.8,23,-2,6,-25,100,8,97,9
CCCCOc1ccc(-c2nnn(CCC(=O)N3CCOCC3)n2)cc1,-0.1,-5,20,-9,-28,94,7,98,2
Cn1cc(CN2CCc3ccccc3C2)c2ccccc21,2.8,8,-24,-5,8,93,-4,96,-6
CC(C)CCNC(=O)CN(Cc1ccc2c(c1)OCO2)C(=O)CCC(=O)Nc1ccccn1,-2.3,-2,9,-4,-8,98,26,97,2
CCCN1CCC(N(CCc2ccccc2)Cc2ccccc2)CC1,-0.6,-24,-11,-9,15,106,15,119,12
CNC(=O)C1CCN(C(=O)c2ccc(-c3ccccc3)cc2)CC1,0.7,-3,5,3,-10,97,-14,99,2
Cc1ccc(NC(=O)c2cccc(OCc3c(C)noc3C)c2)c(C)c1,-3.6,-2,46,-3,-18,100,0,98,2
CCc1ccccc1NC(=O)CSc1n[nH]c(C)c1[N+](=O)[O-],-0.2,2,7,-4,1,96,4,90,0
Cc1ccc(/C=C2\SC(=S)N(c3cccnc3)C2=O)cc1,-0.8,11,-10,-5,-6,103,3,91,-3
Cc1ccc2c(c1)N(CCCC(=O)Nc1cccc(C(F)(F)F)c1)C(=O)CO2,1.0,-23,0,3,-17,104,-7,107,2
CCCc1cc(=O)[nH]c(SCC(=O)Nc2cc(C)on2)n1,-1.2,5,25,-4,-7,100,-2,96,-3
O=C(CSc1nn(-c2ccccc2)c(=S)s1)NC(=O)NCc1ccco1,-3.2,-6,-4,-6,-8,98,6,98,1
CC(NC(=O)c1ccc(Br)s1)C1CCCO1 (stereo not drawn),-1.0,-1,2,.,-3,109,24,110,7
CC(C)n1cnc2cc(NCc3ccccn3)ccc21,-0.2,0,12,-5,-1,100,-5,103,2
CN1CCN(CCCNC(=O)c2ccc(CSCc3cccc(Cl)c3)o2)CC1,0.8,-29,-10,4,29,104,4,110,5
CC1CCCN(CC(O)COCc2ccccc2)C1 (stereo not drawn),-1.4,-18,14,-7,0,99,8,100,1
Cc1c(C)n(C(=O)CN2CCC(C)CC2)c2ccccc12,-0.5,-8,5,1,1,101,7,105,6
CC(C)(C)C(=O)NC(=S)Nc1ccc(S(=O)(=O)Nc2nccs2)cc1,-1.1,2,0,-3,-7,102,10,95,-2
COc1ccc(/C=C/C(=O)c2nc3ccccc3n2CC(=O)c2ccc(OC)cc2)cc1,-0.5,-7,9,-6,-14,104,-9,98,-1
c1cncc(-c2noc(-c3ccc4ccccc4c3)n2)c1,-0.2,-3,4,-11,-18,111,-1,112,10
COc1cc(/C=C/C(=O)OCC(=O)Nc2ccc3c(c2)OCCO3)ccc1O,-1.5,-4,17,-11,0,109,-10,102,17
CCOC(=O)COc1ccccc1/C=N/O,6.5,-2,7,-4,1,96,2,99,-1
CC1CCCCC1NC(=O)CO/N=C/c1ccccc1OC(F)F (stereo not drawn),-4.5,3,-5,-4,-25,71*[inhibitor],-9,94,-2
Cc1ccc(S(=O)(=O)NC(=O)c2cc(C)n(CC(c3ccccc3)N(C)C)c2C)cc1 (stereo not drawn),-0.9,-2,7,-5,-3,99,3,99,0
COc1ccc(NC(=O)c2cc(-c3cc(C)c(C)cc3O)n[nH]2)c(OC)c1,-2.6,10,2,-11,-17,106,11,101,6
COC(=O)Cn1c(=NC(=O)c2nc3ccccc3s2)sc2cc(S(N)(=O)=O)ccc21,-1.7,-1,-25,-9,-5,94,7,95,-2
CN1C(=O)c2cccc(NCCCN3C(=O)c4ccccc4C3=O)c2C1=O,23,-1,-65,-7,2,103,29,102,1
Cc1noc(/C=C/c2ccco2)c1S(=O)(=O)N1CCC(C(=O)NC(C)c2ccccc2)CC1 (stereo not drawn),-0.7,1,-11,.,-25,105,31,105,4
O=C(Nc1ccc(Cc2ccc(NC(=O)C3CC3)c(O)c2)cc1O)C1CC1,1.5,0,-9,-3,-5,127*,-4,119,6
CCOc1ccc(S(=O)(=O)NC2CCCCCC2)cc1,-0.7,3,-3,-5,-19,89,-6,92,-7
CCOC(=O)C(=O)Nc1ccccc1C(N)=O,1.6,5,-3,-1,-3,80,15,87,-10

Screens (PubChem)

An excerpt (hit frequency here may not be typical).
